Screening results deposited in PubChem BioAssay by National Center for Advancing Translational Sciences (NCATS).
D1 potentiator: Potentiators of Human D1 Dopamine Receptor: qHTS | 360,000 tested, 0.036% active | D(1A) dopamine receptor (Homo sapiens), P21728 | HEK293 TREx D1 cells, calcium flux, dopamine EC20 potentiation | AID 504651, 2011 | potentiation, % at 10 µM; in the data active = potentiation above about 30%; also: 0% is about no effect
RXFP1 ag: qHTS Assay for Agonists of the Relaxin Receptor RXFP1; Potency, µM (highest dose often 57.5 µM), inactives show at the top dose activation, hits mostly activators; HEK293T-RXFP1 cAMP TR-FRET, 30 min; response scale: percent of porcine relaxin response, buffer zero; AID 2676, 2010; 370,000 tested, 0.3% active; also: potency is read from the fitted curve at half-maximal effect; % is scaled to controls: 0 for no effect and ±100 for the full control effect; nearly all actives have a fitted effect of over 60% in size; many of its hits are not listed in these tables
Target sequence (Q9HBX9 whole entry, looked up): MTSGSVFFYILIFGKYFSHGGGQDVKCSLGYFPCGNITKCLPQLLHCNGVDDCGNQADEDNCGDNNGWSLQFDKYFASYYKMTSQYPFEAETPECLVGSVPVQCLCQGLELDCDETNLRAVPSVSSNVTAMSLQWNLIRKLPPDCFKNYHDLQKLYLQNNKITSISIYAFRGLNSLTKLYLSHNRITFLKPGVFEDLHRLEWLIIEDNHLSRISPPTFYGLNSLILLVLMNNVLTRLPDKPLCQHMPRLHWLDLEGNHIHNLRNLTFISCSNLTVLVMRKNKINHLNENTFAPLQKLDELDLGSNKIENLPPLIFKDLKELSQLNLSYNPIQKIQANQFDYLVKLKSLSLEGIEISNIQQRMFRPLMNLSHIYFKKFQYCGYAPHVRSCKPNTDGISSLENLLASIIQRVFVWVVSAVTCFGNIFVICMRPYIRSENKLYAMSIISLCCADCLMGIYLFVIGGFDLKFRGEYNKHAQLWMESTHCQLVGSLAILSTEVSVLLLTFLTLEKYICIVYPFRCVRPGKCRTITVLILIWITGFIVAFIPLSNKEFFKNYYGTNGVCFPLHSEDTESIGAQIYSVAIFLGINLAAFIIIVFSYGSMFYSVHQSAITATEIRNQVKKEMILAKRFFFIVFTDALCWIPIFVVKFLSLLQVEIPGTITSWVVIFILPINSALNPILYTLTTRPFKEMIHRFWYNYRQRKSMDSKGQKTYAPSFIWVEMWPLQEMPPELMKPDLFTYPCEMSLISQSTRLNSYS
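Agonist response is measured as cAMP accumulation in an RXFP1-transfected HEK293T line under PDE4 inhibition. Values are scaled between buffer-only and 29 nM porcine relaxin, and EC50s come from standard Hill equation fits.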
D1 ag: Allosteric Agonists of the Human D1 Dopamine Receptor: qHTS; D(1A) dopamine receptor (Homo sapiens), P21728; HEK293 T-REx D1 cells, calcium flux, agonist mode; activation, % at 2 µM; 360,000 tested, 1% active; AID 504660, 2011; in the data active = activation above about 30%; also: 0% is about no effect
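Tetracycline-induced HEK293 TREx D1 cells, force-coupled to calcium signalling, were dye-loaded with a no-wash calcium kit. Compound was pin-added after a 10 s baseline. Fluorescence was read kinetically at 1 cycle/s for 180 s, with calcium rises flagged as agonism.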
Vif-A3G inh: qHTS for Inhibitors of Vif-A3G Interactions: qHTS; Potency, µM (doses to about 46.1 µM), without a hit: at the highest dose activity, negative = active, usual class: inhibitors; 410,000 tested, 0.076% active; DNA dC->dU-editing enzyme APOBEC-3G (Homo sapiens), Q9HC16; HeLa A3G-eYFP + Vif (tagged APOBEC3G with the HIV-1 protein that degrades it), YFP fluorescence, overnight;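 also: potency is read from the fitted curve at half-maximal effect; % is scaled to controls: 0 for no effect and ±100 for the full control effect; nearly all actives have a fitted effect of over 60% in size; hits raise eYFP signal because A3G escapes Vif-driven loss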
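HeLa cells stably expressing Vif and C-terminally eYFP-tagged A3G, seeded overnight at 37 deg C, then exposed to compound by pintool overnight at 37 deg C. Rise in yellow fluorescence (Ex 488/Em 500-530, Acumen) marks blocked Vif-driven A3G degradation.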
Glioma ERSR ind: qHTS for Inducers of the Endoplasmic Reticulum Stress Response (ERSR) in Human Glioma: qHTS. U87-MG GRP78 promoter luciferase reporter, 16 h. Potency, µM, without a hit: top-dose activation, hits mostly activators. 420,000 tested, 0.02% active; also: potency is read from the fitted curve at half-maximal effect; series mostly up to about 76 µM; % of control where 0% means no effect; nearly all actives have a fitted effect of over 35% in size
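ERSR induction read as luciferase luminescence (Bright-Glo, 10 min at room temperature) in stably transfected human U87-MG glioma cells exposed to compounds for 16 h, using GRP78 as sensor.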
D1 antagonist: Antagonist of Human D 1 Dopamine Receptor: qHTS; AID 504652, 2011; 360,000 tested, 3.2% active; HEK293 TREx D1 cells, calcium flux, dopamine EC80; stronger effect = lower value; activity change, negative = inhibition, % at 10 µM; in the data active = activity change below about -30%; also: % is scaled to controls: 0 for no effect and ±100 for the full control effect
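Using tetracycline-induced force-coupled D1 Hek293 cells and a calcium dye, signals were followed for 180 s after compound, then for 180 s after EC80 dopamine, to detect inhibitors.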
Vif-A3F inh: qHTS for Inhibitors of Vif-A3F Interactions: qHTS; 390,000 tested, 0.2% active; Potency, µM (series often up to 46.1 µM), without a hit: top-dose activity, negative = active; HeLa A3F-eYFP + Vif (tagged APOBEC3F with the HIV-1 protein that degrades it), YFP fluorescence increase; also: potency is read from the fitted curve at half-maximal effect; % of control where 0% means no effect; nearly all actives have a fitted effect of over 65% in size
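HeLa cells stably expressing A3F-eYFP plus Vif, plated and incubated overnight at 37 deg C, then exposed to compounds overnight at 37 deg C. Blocked degradation read as raised yellow fluorescence (Ex 488/Em 500-530).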
D2 potentiator: HTS Assay for Positive Allosteric Modulators of the Human D2 Dopamine Receptor: Primary Screen for Potentiators | potentiation, % at 10 µM | AID 485347, 2010 | 340,000 tested, 0.34% active | D(2) dopamine receptor (Homo sapiens), P14416 | HEK293 T-REx D2, calcium flux, EC20 dopamine potentiation;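 active = potentiation over 3 SD above the plate norm, cut at about 30% in these data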; also: 0% is about no effect
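Tetracycline-induced Hek293 Trex D2 cells, force-coupled to calcium, loaded with no-wash calcium dye. Compound added with 180 s kinetic read for agonism, then EC20 dopamine and a further 180 s read for potentiation.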
RXFP1 antagonist: qHTS Assay for Antagonists of the Relaxin Receptor RXFP1. HEK293-RXFP1, relaxin-stimulated cAMP HTRF, 30 min; stronger effect = lower value. activity change, negative = inhibition, % at 57.5 µM. 350,000 tested, 0.59% active;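 active = activity change of -60% or lower, but not beyond a set lower limit; inconclusive = change between -60% and -40%, or beyond the set limit; inactive = change above -40%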; also: % is scaled to controls: 0 for no effect and ±100 for the full control effect
* = called active by the depositor; ? = inconclusive; . = not tested or not shown; & = joins results of further samples. Unless noted, calls follow the shape of the dose curve; as a rule, active = well fitted curve in the direction sought with a large enough effect; inconclusive = small, poorly fitted or top-dose-only effect, or another doubt; inactive = no such curve, though single readings can be large; an effect the other way counts as inactive or inconclusive. Not all compounds are listed. The share of hits here may be higher or lower than overall.

SMILES	D1 potentiator	RXFP1 ag	D1 ag	Vif-A3G inh	Glioma ERSR ind	D1 antagonist	Vif-A3F inh	D2 potentiator	RXFP1 antagonist
COc1ccccc1CCNC(=O)NC1CCCCC1	8	-3.6%	0	3%	12%	3	10%	-1	0
CCC(=O)n1nc(-c2ccc(OC)cc2)nc1SC	-2	-0.1%	-1	0%	5%	10	1%	7	1
COc1ccc(OC)c(C2C(C(=O)N3CCCCC3)=C(C)Nc3nc4ccccc4n32)c1 (centres undefined)	1	-0.5%	-1	6%	-4%	8	1%	17	.
CCC(C)(C)NC(=O)Cn1c(-c2ccccc2)cc(C(C)=O)c1C	-8	-2.4%	2	-2%	-4%	2	4%	-2	-2
c1ccc(CN(CCN2CCOCC2)Cc2ccccc2)cc1	.	.	.	3%	-3%	.	5%	.	-4
CCC(=O)N1CCc2cc(S(=O)(=O)NCCC(=O)N3CCN(c4cccc(C)c4)C(C)C3)ccc21 (centres undefined)	-7	0.8%	11	1%	0%	-40*	13%	8	-4
COc1cccc(-c2c(-c3cc(OC)cc(OC)c3)n(C)c3ccc(-c4ccc(OC)nc4)cc23)c1	-4	1.2%	2	-5%	-3%	.	-1%	-1	.
NC(=O)CC(NC(=O)c1ccccc1)c1ccc(NCc2ccccc2)c([N+](=O)[O-])c1 (centres undefined)	-4	-0.1%	1	1%	-1%	-1	-4%	-3	.
C[C@H]1CN([C@@H](C)CO)S(=O)(=O)c2ccc(Br)cc2O[C@@H]1CN(C)Cc1ccccc1	.	.	.	-13%	-12%	.	10%	.	-20
O=C(COc1ccccc1)NC(=S)Nc1ccc(Br)cn1	-4	9.5%	0	-6%	1%	-6	-9%	9	3
COc1cccc2c1CCC1=CC(=O)CCC12C (centres undefined)	.	.	.	-3%	-3%	.	2%	.	-4
N#CCC(=O)N/N=C/c1ccc(N2N=C(c3ccccc3)CC2c2ccccc2)cc1 (centres undefined)	0	?	16	?	-2%	-14	6.3µM*	14	16
Cc1cc(C)c(C#N)c(SCC(=O)Nc2ccc(S(=O)(=O)Nc3ncccn3)cc2)n1	0	3.5%	1	4%	0%	25	1%	-5	-14
CCN(CC)S(=O)(=O)c1cccc(C(=O)N[C@H](C(=O)NNC(=O)c2ccccc2)C(C)C)c1	5	4.9%	3	0%	2%	14	-5%	9	-17
Cc1csc(NC(=O)CSc2nc3ccccc3c3c2CCCC3)n1	10	0.3%	7	-15%	0%	1	-1%	-4	-27
COc1ccc(N/C(N)=N/c2nc(CSc3nnc(C)s3)cc(=O)[nH]2)cc1	5	6.9%	1	?	-4%	-18	-18%	4	11
CC(C)CCn1cnc2c(cnn2-c2ccc(Cl)cc2)c1=O	2	1.0%	0	1%	-1%	-1	-8%	1	-5
Cc1cc(C)c(C#N)c(SCc2ccc([N+](=O)[O-])cc2)n1	-7	-0.7%	6	0%	1%	-9	1%	8	-1
Cc1ccccc1NC(=O)c1cc2c(-c3ccccc3)nn(-c3ccccc3)c2s1	-3	-3.0%	4	-2%	-5%	-7	6%	13	.
O=C(Oc1ccccc1-c1nnco1)c1ccc(Cl)cc1	4	1.8%	2	0%	1%	-18	-1%	-8	-3
COc1ccc(CNC(=O)CCC(=O)N2CCN(S(=O)(=O)c3cc([N+](=O)[O-])ccc3C)CC2)cc1	-2	0.1%	1	0%	-5%	-2	6%	.	-15
O=C(NN=Cc1c(F)cccc1F)c1ccccc1NS(=O)(=O)c1cccs1	.	.	.	0%	-3%	.	-15%	.	-18
COc1ccc(-c2oc(NC(=O)CSc3ncn[nH]3)c(C#N)c2-c2ccc(OC)cc2)cc1	0	0.1%	2	1%	-2%	-3	-9%	-4	-16
O=C(COC(=O)CNC(=O)c1ccccc1)Nc1ccccc1Cl	-3&-5	1.8%	-1&1	3%	-1%	-2&5	-9%	2	6
CN(Cc1ccc(F)cc1)Cc1nc(CCc2ccccc2)no1	0	-1.3%	4	0%	-2%	-16	3%	1	-13
O=C(CSc1nnnn1-c1ccccc1F)Nc1nc2ccccc2s1	0	3.1%	6	3%	0%	9	-3%	17	-2
CCOC(=O)C1=C(N)Oc2ccc3ccccc3c2C1c1cccc(O)c1 (centres undefined)	8	1.0%	0	-15%	-1%	12	-2%	5	-14
COc1ccccc1NC(=O)N(C)C[C@H]1Oc2cc(Br)ccc2S(=O)(=O)N([C@H](C)CO)C[C@H]1C	.	.	.	-10%	0%	.	-5%	.	-4
Cc1ccccc1NC(=O)CCC(=O)OCCCC(F)(F)C(F)(F)F	-3	-1.4%	1	1%	-4%	2	-3%	-4	0
CC1(C)C(c2ccccc2)=NC(c2ccc(Br)cc2)N1O (centres undefined)	1	0.6%	1	1%	-4%	-5	-8%	-1	-13
COc1ccc(NC(=S)N(CCc2c(C)[nH]c3ccc(C)cc23)Cc2ccco2)cc1	-5	-0.1%	-1	-5%	-2%	-24	4%	-1	.
COc1ccccc1C(=O)NC(=O)COc1cc(Cl)ccc1Cl	0	21%	3	1%	-3%	4	-16%	5	11
COc1ccccc1N1CCN(C(=O)COc2cc(C)cc3oc(=O)cc(C)c23)CC1	0	2.8%	1	-5%	-2%	-2	-3%	7	10
O=C(NCc1ccc(F)cc1)C(=O)Nc1ccc2nc3n(c(=O)c2c1)CCCCC3	-2	-0.3%	1	3%	4%	-13	3%	3	0
O=C(c1cccc(F)c1)N1CCN(c2ccc([N+](=O)[O-])c(N3CCCCC3)c2)CC1	-3	3.6%	-1	0%	2%	0	5%	11	8
O=C(Nc1ccc(S(=O)(=O)N2C[C@@H]3C[C@@H](C2)c2cccc(=O)n2C3)cc1)c1ccc(F)cc1	-4	3.7%	0	-4%	-2%	.	1%	-7	.
c1ccc(-c2nnnn2-c2ccccn2)cc1	.	.	.	3%	-5%	.	4%	.	3
CCC(=O)NCCc1cc2ccc(C)cc2[nH]c1=O	-5	-1.0%	4	4%	-6%	-7	-3%	-2	.
COc1cccc(C(C(=O)NC2CCCC2)N(C(=O)c2ccco2)C2CC2)c1OC (centres undefined)	-2	-1.4%	0	-1%	-5%	-10	-5%	-3	-2
CCCCNc1c(-c2ccc(SC(C)CC)cc2)nc2ccccn12 (centres undefined)	-1	16%	0	?	-2%	12	-11%	-7	.
COc1ccc(NC(=O)Cc2nn(C)c(=O)c3ccccc23)c2ncccc12	-7	0.8%	11	.	.	-24	.	5	.
Cc1cccc(-n2c(C)c(C)c3c(N)ncnc32)c1	4	5.0%	2	0%	2%	-5	-3%	25	-19
CC(=O)N1CCCc2cc(S(=O)(=O)N3CCN(c4cccc(C(F)(F)F)c4)CC3)ccc21	-5	1.5%	4	4%	-2%	6	3%	-15	-23
CCOc1ccccc1-c1nc(C(N)=O)c2c(n1)n(-c1ccc3c(c1)OCO3)c(=O)n2C	-1	1.2%	3	2%	-3%	-3	1%	-5	.
c1cncc(-c2nnc3n2N=C(c2cccs2)CS3)c1	2	3.5%	-1	0%	-1%	-19	-9%	18	-9
Cc1[nH]nc(-c2ccc(OCc3cnn(-c4ccccc4)c3)cc2O)c1Oc1ccc(F)cc1	-11	1.4%	4	-9%	5%	4	-12%	-1	0
Cc1cc(Nc2ccccc2)nc(N2CCN(C(=O)c3ccc4c(c3)OCO4)CC2)n1	-5	-0.1%	-1	-1%	-1%	8	1%	5	-7
NS(=O)(=O)c1cccc(NC(=O)Cc2ccc(Cl)c(Cl)c2)c1	-2	-1.9%	2	-5%	-4%	12	2%	-2	-9
CCCCN(C)C(=O)c1nc2ccccn2c1CN1CCN(c2cnccn2)CC1	3	9.9%	0	-1%	-4%	9	2%	-4	4
CC1(C)N=C(/C=N/O)C=[N+]1[O-]	2	0.7%	1	0%	-3%	-19	-5%	29	5
COc1ccc(Cl)cc1NC(=O)Cn1c(=O)n2nc(C)nc2c2ccccc21	-1	0.8%	1	2%	-1%	-7	1%	0	-6
CC(C)[C@H](NC(N)=O)C(=O)Nc1cccc(S(=O)(=O)NC2=NCCCCC2)c1	4	-1.1%	1	-1%	-2%	12	4%	1	-2
COc1cc2[nH]c(=O)n(CCC(=O)NCc3cccnc3)c(=O)c2cc1OC	-1	2.2%	3	-1%	0%	13	-2%	-8	-4
CC(OCC(O)CNCC1COc2ccccc2O1)c1ccc(Cl)cc1 (centres undefined)	-9	0.1%	27	1%	-5%	-6	1%	-25	-33
O=C(NCCc1ccc2c(c1)OCCO2)c1ccc(F)cc1	1	-0.5%	12	1%	4%	-16	4%	3	15
Cc1ccc(-c2nc3nc(C)cc(Nc4ccccc4O)n3n2)cc1	-1	7.0%	4	-9%	2%	2	-28%	6	.
CCn1c(SCC(=O)Nc2nccs2)nnc1-c1ccccn1	-1	0.1%	2	1%	0%	6	8%	-7	1
CCOC(=O)Cn1cnc2c(nnn2-c2cccc(Cl)c2)c1=O	-2	-0.1%	4	2%	-7%	-5	-4%	5	1
Cc1nnc(NC(=O)c2ccc(S(=O)(=O)C(F)F)cc2)s1	-5	0.9%	0	-1%	0%	-7	-12%	8	-4
S=C(Nc1ccc2nccnc2c1)N1CCOCC1	1	14%	1	0%	3%	4	0%	-6	-26
